From PubChem
ERK EGF inh – inhibitors of EGF-stimulated ERK signaling pathway; HEK293-V1b, EGF-stimulated phospho-ERK AlphaScreen; Potency, µM (top dose mostly 11.5 µM), for inactives: top-dose activity change, negative = inhibition, hits mostly inhibitors; hit rate 0.41% among 130,000; active = well fitted inhibition curve with a large enough effect; inconclusive = small, poorly fitted or top-dose-only effect, or effect the other way;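 note: plate controls were stimulated vehicle wells for no effect and unstimulated vehicle basal for full effect; nearly all actives have a fitted effect of over 55% in size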
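After overnight plating in 1% FBS, HEK293-V1b cells received test compound for half an hour, then a 5 min pulse of EGF (25 nM); ERK phosphorylation in lysates was read by bead-based AlphaScreen.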
Starred values were filed as active, the others as inactive; ? = inconclusive; [ ] = remark or other dose. Potency is the fitted concentration of half-maximal effect. Some of the compounds tested; the hit share may differ from the screen's.

smiles,ERK EGF inh
O=S(=O)(c1ccc(Cl)cc1)c1nc(-c2ccco2)oc1N1CCOCC1,-3.5%[57.5 µM]
COCCNC(=O)C(=O)NNC(=O)CCc1ccccc1,-13.2%
COc1ccc2oc(C(=O)Nc3nc4ccccc4[nH]3)c(C)c2c1,4.6%[57.5 µM]
Cn1cccc1C(=O)N1CCC[C@@]2(CCN(c3cccc(-c4ccccc4)c3)C2)C1,1.1%
Cc1ccc(N2C(S)=C(C#N)C(=O)NC2c2ccco2)cc1 (stereo not drawn),1.9%
COc1ccc(-c2nc3ccccc3c(=O)n2CCOc2cccc(C)c2C)cc1,?
CC1CCN(c2nc3ccccc3n2CC(=O)c2ccccc2)CC1,3.8%
Cc1c(C(=O)NCCSCc2cccc(C(F)(F)F)c2)cnn1-c1ccc(Cl)cc1,-4.1%[57.5 µM]
CC1=CC(C)(C)NC(=S)N1NC(=O)c1ccccc1Cl,-17.5%[57.5 µM]
COc1ccc(C(=O)Nc2ccc(N3CCN(C(=O)c4ccccc4)CC3)cc2)cc1[N+](=O)[O-],-3.1%
CC(C)CC(=O)Nc1ccc2ccccc2c1,5.2%[57.5 µM]
CSc1ccc(CCNC(=O)c2cc(C)nn2-c2ccccc2)cc1,-0.6%[57.5 µM]
COC(=O)c1ccc(N)nc1,-8.7%
C/C(=N\NC(=O)OC(C)(C)C)c1ccc(-n2ccnc2)cc1,4.4%
Cn1c(CN2CCN(c3cccc(Cl)c3)CC2)nc2ccccc21,6.0%
O=C(CC1(c2ccc(Cl)cc2)C2CC3CC(C2)CC1C3)NCCO (stereo not drawn),6.9%
Cc1ccc(C(=O)N/C(=C\c2ccc(-c3cccc([N+](=O)[O-])c3)o2)C(=O)NC(C)(C)C)cc1,-9.8%
CC(CC(=O)N1CCN(c2ccc(C(F)(F)F)cn2)CC1)n1ccnc1 (stereo not drawn),7.5%
COC(=O)N/N=C/c1cn(CC(C)COc2ccccc2)c2ccccc12 (stereo not drawn),?
O=C1C(=O)N(c2ccc(O)cc2)C(c2ccccc2[N+](=O)[O-])/C1=C(\O)c1ccccc1 (stereo not drawn),7.3%[57.5 µM]
CC(C)CNS(=O)(=O)c1ccc(CCC(=O)N2CCCC2)cc1,3.2%
O=C(NC(=S)Nc1ccccc1C(F)(F)F)c1ccccc1F,-68.8%
CCOc1ccc(C(=O)NC(=S)NCc2cccnc2)cc1,4.3%
CCOc1ccc(N2C(=O)C(CC(=O)Nc3ccc(F)cc3)N(Cc3ccccn3)C2=S)cc1 (stereo not drawn),6.9%
O=c1cc(O)c(-c2cccc(C(F)(F)F)c2)c(Cl)[nH]1,-2.9%
CCC(C)NC(=O)C1CCN(c2nc(OC)nc(OC)n2)CC1 (stereo not drawn),4.0%
Cn1c(SCC(=O)Nc2ccc3[nH]c(=O)[nH]c3c2)nnc1-c1ccc(F)cc1,0.0%[57.5 µM]
CNS(=O)(=O)c1cc2c3c(cccc3c1)C(=O)NC2=O,-8.9%
O=C(/C=C/c1ccc(Cl)cc1)N(Cc1ccccc1)C1CCS(=O)(=O)C1 (stereo not drawn),10.2%
Cc1ccccc1CN(C)C(C)C(=O)Nc1ccccc1F (stereo not drawn),3.5%
N=C(N)N1CCN(Cc2ccccc2)CC1,?
CNC(=O)COC(=O)c1c2c(nc3ccccc13)CCC2,-14.6%[57.5 µM]
O=c1[nH]c(=S)n(C2CCCCC2)c(O)c1C=NCCN1CCOCC1,2.0%[57.5 µM]
C/C(=N\NC(=O)CN(c1ccccc1Br)S(C)(=O)=O)c1ccc2c(c1)OCCO2,1.6%
Cc1oncc1-c1csc(-c2ccccc2Cl)n1,-7.3%
O=C(/C=C/c1ccc2c(c1)OCO2)c1cccs1,10.2%
C/C(=N\NC(=O)Cc1cc(=O)[nH][nH]1)c1cccc([N+](=O)[O-])c1,-6.2%
COC(=O)[C@@H]1CCCN1C(=O)CCc1nnc(CCC2CCCCC2)o1,10.1%
COc1ccc(NC(=S)NC(=O)c2ccccc2Cl)cc1,4.5%
COc1ccc(OCCNC(=O)/C=C/c2ccccc2)cc1,-9.3%
Cc1c(C(=O)NCCSCc2ccccc2)cccc1[N+](=O)[O-],-15.0%
O=C(Nc1cccc(Cl)c1)NC1CC2CCC(C1)N2Cc1ccco1 (stereo not drawn),7.9%
COc1ccccc1C(=O)C1CCCN(C(=O)CCc2ccccn2)C1 (stereo not drawn),?
O=C(CNCc1ccccc1Cl)Nc1ccccc1N1CCCCC1,1.5%
CC1=NNC(=O)C1CCC(=O)N/N=C\c1ccc(Cl)c(Cl)c1 (stereo not drawn),-4.7%
O=C(c1ccc2ccccc2c1)C1CCCN(C(=O)c2cnccn2)C1 (stereo not drawn),35.4%[57.5 µM]
CC1=CN2C(=N)/C(=C/c3ccc(Sc4ccc(C)cc4)o3)C(=O)N=C2S1,?
O=C(NN1C(=O)/C(=C/c2cccs2)SC1=S)c1cccnc1,6.4%[57.5 µM]
C/C(=N\NC(=O)c1ccc([N+](=O)[O-])cc1)c1cccc([N+](=O)[O-])c1,3.8%
CC1CCC(C(C)C)[C@H](O)C1 (stereo partly drawn),14.9%

(next part)
smiles,ERK EGF inh
Cc1cccc(C)c1NC(=O)CN(C)c1ccc(C(F)(F)F)cn1,-9.9%
CCN(CC)S(=O)(=O)c1cccc(NC(=O)c2ccccc2Br)c1,9.0%
Cn1nnnc1SCC(=O)Nc1ccccc1C(N)=O,-8.3%
Cc1ccccc1OCc1nc2ccccc2c(=O)n1/N=C/c1c[nH]c2ccccc12,2.9%
CCOc1cccc(/C=C/c2ccc3ccccc3n2)c1OC(C)=O,?
CCOC(=O)c1ccc(NC(=O)N2CC(C)OC(C)C2)cc1 (stereo not drawn),-2.5%[57.5 µM]
Nc1nc(N)c(N=Nc2ccc(C(=O)O)cc2)c(N)n1,2.4%[57.5 µM]
COc1cccc(NC(=S)N(CCCN2CCCC2)Cc2cccn2Cc2ccc(Cl)cc2)c1,-2.4%
Cc1cc(N2CCOCC2)nc(SCC(=O)OCc2ccccc2)n1,0.2%
Cc1c2c(n3c(nc4ccccc43)c1C#N)N(c1ccccc1)CC2,4.2%
COc1ccc(OC)c(NC(=O)CSc2nncc3ccc(OC)c(OC)c23)c1,1.0%[57.5 µM]
CC(C)(C)c1[nH]nc2c1C(c1ccco1)C(C#N)=C(N)O2 (stereo not drawn),-3.9%
Cc1ccnc(NC(=O)COC(=O)C23CC4CC(CC(C4)C2)C3)n1,-8.6%[57.5 µM]
COc1cccc(CC(=O)N2CCN(c3ccccc3[N+](=O)[O-])CC2)c1,1.5%
Cc1cccc(NC(=O)CSc2nnc(CNC(=O)c3ccc(S(=O)(=O)N(C)C)cc3)n2-c2ccccc2)c1,-3.0%
Cc1c(Br)c([N+](=O)[O-])nn1CC(=O)Nc1ccc(Cc2ccncc2)cc1,-5.4%
CCCC(=O)Nc1cc(-c2nc3ncccc3o2)ccc1C,0.9%
O=C(C[n+]1ccccc1)c1ccc(-c2ccccc2)cc1,1.6%[57.5 µM]
Cc1ccc(NC(=S)N2CCN(C(=O)C3CCCO3)CC2)cc1 (stereo not drawn),6.2%
C#CCn1c(=NC(=O)c2ccc(S(=O)(=O)N3CCCc4ccccc43)cc2)sc2cc(S(N)(=O)=O)ccc21,-18.2%
Nc1c(Cl)cc(S(N)(=O)=O)cc1S(N)(=O)=O,3.6%[57.5 µM]
O=C(NC12CC3CC(CC(C3)C1)C2)C1CC(=O)N(c2ccccc2)C1 (stereo not drawn),3.5%
O=C(CCCN1CCC(O)(c2ccc(Cl)cc2)CC1)c1ccc(F)cc1,-15.1%[57.5 µM]
COc1cc(CN(C)Cc2cc(=O)n3ccsc3n2)ccc1OC(F)F,15.0%
CN(C)c1ncc2nc(-c3ccc(Cl)cc3)c(=O)n(C3CC3)c2n1,?
Cc1ccc(/C=N/Nc2nnc(Cl)c3ccccc23)cc1,-6.5%
CCOC(=O)c1ccc(N2Cc3ccccc3C2=NC(=O)c2cccs2)cc1,-1.9%
COC(=O)c1ccccc1NC(=S)NC(=O)c1ccc2ccccc2c1,-9.3%
C/C(CCC1CC(C)OC1=O)=N/Nc1nc(-c2ccccc2)cs1 (stereo not drawn),-7.5%
O=C(Nc1cccc(NC(=O)c2cccs2)c1)c1ccc2c(c1)OCCO2,-17.6%
C(=N\N1CCOCC1)/c1nc(-c2ccccc2)n2ccccc12,7.2%
O=C1c2ccccc2C(=O)N1CCCc1c[nH]c2ccc(Cl)cc12,1.0%
NC(=O)CCSC(=S)N1CCOCC1,-1.1%
Cc1ccccc1CN(C)CC(=O)Nc1ccccc1Oc1ccccc1,1.6%
COC(=O)c1cc(Nc2cc(C)nc3ncnn23)cc(C(=O)OC)c1,-2.3%
CCOC(=O)C1CCCc2c1[nH]c1ccc(Cl)cc21 (stereo not drawn),6.8%
CN(C)S(=O)(=O)c1cccc(C(=O)Nc2ccccc2)c1,-3.1%
S=C(NCCCc1ccccc1)Nc1ccc(Cl)cc1,3.6%
Cc1cc(C)c(NC(=O)C2CSCCS2)c(C)c1 (stereo not drawn),-2.0%
O=c1c2ccccc2c(C=NC2CCN(Cc3ccccc3)CC2)c(O)n1Cc1ccc2c(c1)OCO2,5.5%
Cc1ccc(-c2nn(-c3ccccc3)cc2C(=O)Nc2ccc(C(=O)O)cc2)cc1,3.0%
CCN(CC)S(=O)(=O)c1ccc(/C=C/C(=O)N(c2ccccn2)C2CCCCC2)cc1,1.7%
Cc1cc(O)c(C(C)C)cc1N=Cc1cc([N+](=O)[O-])ccc1O,2.4%[57.5 µM]
COC(=O)c1ccccc1Sc1snnc1C,-6.7%
O=C(CC1C(=O)NCCN1CC1CCCCC1)NCc1cc(F)ccc1F (stereo not drawn),-0.1%
S=C(NCc1ccccc1Cl)NC1CCCC1,4.8%
Cc1nc(N=C(N)N)nc2ccccc12,-2.6%
O=C(CSc1ncnc2ccccc12)NCc1ccc2c(c1)OCO2,1.6%
O=C(Oc1ccccc1-c1csnn1)c1cccs1,-0.5%
Cc1cc(C(=O)Cn2nc(C(=O)O)c3ccccc3c2=O)c(C)n1-c1ccc(F)cc1,3.3%

Next section:
smiles,ERK EGF inh
Nc1ncnc(Nc2cccc(F)c2)n1,-5.0%[57.5 µM]
C=CCNC(=O)COC(=O)CCC(=O)c1cccs1,-7.1%[57.5 µM]
O=C(Nc1ccc2sccc2c1)c1cccc(N2C(=O)CCC2=O)c1,0.6%
O=C(Nc1ccc2c(c1)Cc1ccccc1-2)c1ccc(Br)o1,-0.6%
Cc1cccc(-n2nnc(C(=O)NCc3ccccc3)c2N)c1,5.6%
O=C(CC1C(=O)NCCN1Cc1ccc(F)c(F)c1)NCCn1cccn1 (stereo not drawn),-0.4%
O=C(NCc1ccc(Cl)cc1)c1ncn[nH]1,-9.2%
O=C(O)C1=C[C@@H](c2ccc(F)cc2)C[C@@H](OCCCCO)O1,1.2%[57.5 µM]
Cc1nnc(SCc2ccccc2)[nH]c1=O,29.4%
COc1ccccc1/C=C/C=N/n1c(-c2ccccc2)n[nH]c1=S,-8.6%[57.5 µM]
CCOc1ccc(OCc2ccc(C(=O)NN)o2)cc1,-1.9%[57.5 µM]
CC1=NN(c2ccccc2)C(=O)/C1=C\C=C\c1ccccc1,25.1µM*
O=C(CN1C(=O)C2C3CC(C(Br)C3Br)C2C1=O)N1CCOCC1 (stereo not drawn),-6.1%
O=C(Cn1nc(CNc2ccc(Cl)cc2)[n+]2c1CCCCC2)c1ccccc1,0.1%
Cn1ccnc1SCC(=O)Nc1ccc2c(c1)OC(F)(F)O2,1.0%
CCOc1cc(/C=N/NC(=O)OC)ccc1OCCSc1ccc(Cl)cc1,2.4%
COC(=O)c1sc2cc(C(F)(F)F)cnc2c1-c1ccccn1,-3.6%[57.5 µM]
COc1ccccc1N(CC(=O)N1CCc2ccccc2C1)S(C)(=O)=O,8.4%
O=C(Nc1ccc(F)cc1)OCCOc1ccc(Br)cc1,-7.4%[57.5 µM]
COc1ccc(N=c2oc3cc(O)ccc3cc2C(=O)Nc2ccccn2)cc1OC,28.2µM*
COC(=O)CCC(=O)NC(=S)Nc1ccc(S(=O)(=O)Nc2cc(OC)nc(OC)n2)cc1,-5.2%
CC(C)[C@@H](CC(=O)N[C@@H]1CCNC[C@H]1C(=O)N[C@H](CC(=O)N[C@@H](CCC(=O)O)CC(=O)O)Cc1c[nH]c2ccccc12)NC(=O)C[C@H](Cc1ccccc1)NC(=O)[C@@H]1CCCC[C@H]1N,-9.5%

4 of these compounds in another layout.
COc1cccc(CC(=O)N2CCN(c3ccccc3[N+](=O)[O-])CC2)c1
  ERK EGF inh = 1.5%
Cc1cccc(NC(=O)CSc2nnc(CNC(=O)c3ccc(S(=O)(=O)N(C)C)cc3)n2-c2ccccc2)c1
  ERK EGF inh = -3.0%
Cc1c(Br)c([N+](=O)[O-])nn1CC(=O)Nc1ccc(Cc2ccncc2)cc1
  ERK EGF inh = -5.4%
CCCC(=O)Nc1cc(-c2nc3ncccc3o2)ccc1C
  ERK EGF inh = 0.9%
